ASAP1 GAP inh – inhibitors of human ASAP1 ArfGAP activity, primary screen, biochemical, fluorescence polarization; actives 0.19% (n = 360,000); AID 624377, 2012; ASAP1-stimulated ARF1 GTP hydrolysis, GDP FP detection; inhibition, % at 16.5 µM; in the data active = inhibition above about 25%;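 note: 0% = vehicle with enzyme and substrate and 100% = no enzyme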
TDP2 inh – human TDP2 enzyme inhibitors, primary screen, biochemical, epi absorbance, recombinant enzyme. Tyrosyl-DNA phosphodiesterase 2 (Homo sapiens), O95551. T5PNP hydrolysis, p-nitrophenol absorbance 415 nm. inhibition, % at 12.8 µM. actives 0.34% (n = 370,000);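 active = inhibition above the mean of all tested compounds plus 3 SD, set per campaign, cut at about 25% in these data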;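 note: 0% = DMSO with enzyme and 100% = buffer with substrate but no TDP2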
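test system = human TDP2 enzyme | input = TDP2 enzyme at 120 nM final | medium = 50 mM Tris-HCl pH 7.5 with Mg2+, KCl, DTT, BSA | also added = T5PNP substrate, 5 mM | times = 2 h at 37 °C | technique = epi absorbance | benchmarks = high control without enzyme, low control DMSO plus TDP2 | replication = each compound tested once, singlicate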
DDE Tn6 FP inh – inhibitors of Tn6 peptide binding to fibrin DD(E), primary screen, biochemical, fluorescence polarization, human fibrin, Tn6 probe; Fibrinogen beta chain (Homo sapiens), P02675; Fibrin DD(E) TRITC-Tn6 fluorescence polarization displacement; inhibition, % at 8.3 µM; actives 0.21% (n = 370,000);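 active = inhibition above a per-campaign cutoff: mean of compounds within control limits plus 3 SD, cut at about 15% in these data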;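 note: 0% = median of all compound wells on the plate and 100% = blocking peptide control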
DDE Tn7 FP inh – inhibitors of Tn7 peptide binding to fibrin DD(E), primary screen, biochemical, fluorescence polarization, human fibrin, Tn7 probe. AID 720508, 2013. FP displacement of FITC-Tn7 peptide from fibrin DD(E); 0% = median of compound wells per plate. inhibition, % at 8.3 µM. actives 0.13% (n = 370,000);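 active = inhibition above the mean of compounds falling within the control limits plus 3 SD of them, cut at about 14% in these data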;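 note: 0% = plate median of compound wells and 100% = 10 µM Aha-Tn7 peptide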
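Assay system: Human fibrin DD(E) protein | Medium: Tris buffer with calcium and detergent, pH 7.8 | Reagent: 0.1 µM fluorescent Tn7 | Compound dosing: Single point at 8.3 µM | Times: 10 min preincubation, 3 h with tracer, room temperature | Detection: Fluorescence polarization of the labelled Tn7 tracer | Controls: Aha-Tn7 high control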
proKLK7 act – proKLK7 zymogen activators, primary screen, biochemical, fluorescence intensity; AID 652039, 2013; actives 0.9% (n = 370,000); Kallikrein-7 (Homo sapiens), P49862; purified proKLK7, EDANS-DABCYL substrate fluorescence; 100% is mature enzyme control, 0% vehicle; activation, % at 7 µM;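 active = activation above the mean of all tested compounds plus 3 SD, computed per campaign excluding outliers beyond control limits, cut at about 13% in these data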
Target sequence (P49862 whole entry, looked up): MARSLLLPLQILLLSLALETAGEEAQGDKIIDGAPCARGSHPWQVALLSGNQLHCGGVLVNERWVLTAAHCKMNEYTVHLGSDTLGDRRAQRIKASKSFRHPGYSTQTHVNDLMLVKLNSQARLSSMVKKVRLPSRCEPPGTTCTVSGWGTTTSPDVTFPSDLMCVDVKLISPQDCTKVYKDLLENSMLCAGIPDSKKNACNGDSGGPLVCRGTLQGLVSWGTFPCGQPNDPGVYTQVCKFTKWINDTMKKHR
ADAM10 inh – human ADAM10 inhibitors, primary screen, biochemical, QFRET, HTS | recombinant ADAM10, EDANS/DABCYL FRET peptide cleavage, 3 h | AID 720582, 2013 | Disintegrin and metalloproteinase domain-containing protein 10 (Homo sapiens), O14672 | inhibition, % at 7 µM | actives 0.62% (n = 370,000);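 active = inhibition above a per-campaign cutoff equal to the mean of compounds falling between control-based bounds plus 3 SD, cut at about 20% in these data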;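 note: 0% = DMSO wells while the 100% control is not disclosed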
Target sequence (O14672 214-748 limits assumed): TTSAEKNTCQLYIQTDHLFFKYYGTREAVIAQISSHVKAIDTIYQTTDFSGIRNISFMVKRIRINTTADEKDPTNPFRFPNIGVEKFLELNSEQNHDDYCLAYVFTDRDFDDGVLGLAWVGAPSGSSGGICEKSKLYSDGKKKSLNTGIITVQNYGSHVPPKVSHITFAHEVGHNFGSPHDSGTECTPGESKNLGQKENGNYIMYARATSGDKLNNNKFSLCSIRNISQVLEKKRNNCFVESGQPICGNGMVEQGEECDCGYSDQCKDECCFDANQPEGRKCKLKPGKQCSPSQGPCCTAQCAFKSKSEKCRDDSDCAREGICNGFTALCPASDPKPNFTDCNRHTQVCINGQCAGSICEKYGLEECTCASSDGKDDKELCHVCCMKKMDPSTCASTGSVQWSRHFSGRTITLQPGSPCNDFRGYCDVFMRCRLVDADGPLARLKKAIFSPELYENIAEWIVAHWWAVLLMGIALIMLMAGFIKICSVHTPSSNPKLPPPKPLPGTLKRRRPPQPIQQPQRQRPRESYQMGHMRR
ADAM17 inh – ADAM17 inhibitors, primary screen, biochemical, QFRET; Disintegrin and metalloproteinase domain-containing protein 17 (Homo sapiens), P78536; recombinant ADAM17, EDANS/DABCYL FRET peptide cleavage; inhibition, % at 6.95 µM; actives 0.83% (n = 370,000);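 active = inhibition above the mean of compounds lying between control limits plus 3 SD, set per campaign, cut at about 8.5% in these data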;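 note: 0% = DMSO-only wells as the low control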
LEDGF integ inh – blockers of LEDGF/p75-dependent integrase strand transfer – biochemical, TR-FRET, high throughput, primary screen; HIV-1 integrase (with human LEDGF/p75); TR-FRET IN-LEDGF/p75 DNA integration, Eu/Cy5; inhibition, % at 3.7 µM; actives 0.64% (n = 370,000);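 active = inhibition above the screen-wide mean plus 3 SD, cut at about 13% in these data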;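 note: signal is the Cy5 over europium emission ratio at 671 and 618 nm; 0% = plate median of compound wells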
PLC-gamma1 inh – PLC-gamma1 enzyme inhibitors, primary screen, biochemical, fluorescence, purified enzyme; AID 720700, 2013; fluorogenic substrate; inhibition, % at 12.2 µM; actives 0.84% (n = 370,000); 1-phosphatidylinositol 4,5-bisphosphate phosphodiesterase gamma-1 (Homo sapiens), P19174; in the data active = inhibition above about 9.5%
ARFGAP1 inhibitor – inhibitors of rat ARFGAP1 GAP activity, primary screen, biochemical, fluorescence polarization, GDP tracer. ADP-ribosylation factor GTPase-activating protein 1 (Rattus norvegicus), Q62848. Arfgap1-stimulated ARF1 GTP hydrolysis, GDP FP detection. inhibition, % at 16.5 µM. actives 0.26% (n = 360,000). AID 651572, 2012;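 active = inhibition above a per-plate limit, mean inhibition of low control wells plus 3 SD, cut at about 25% in these data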;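 note: 0% = DMSO wells with enzyme and 100% = wells lacking Arfgap1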
Target sequence (Q62848 1-136 limits assumed): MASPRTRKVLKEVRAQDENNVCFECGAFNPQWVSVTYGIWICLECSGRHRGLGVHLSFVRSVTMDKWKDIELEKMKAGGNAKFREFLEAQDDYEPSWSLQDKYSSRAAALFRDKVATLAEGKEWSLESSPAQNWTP
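Material: rat Arfgap1 GAP domain (His6, aa 1-136), purified enzyme. Also added: human ARF1(Δ1-17)-GTP substrate. Compound dosing: 16.5 µM single point, 1.26% DMSO. Timing: enzyme reaction 120 min at 25 °C after 20 min preincubation. Signal: GDP detection by fluorescence polarization. Read-out basis: percent inhibition of GAP-stimulated GDP formation, scaled between DMSO and no-Arfgap1 medians.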
* marks the source's active call; other numbers are inactive results; i = inactive; x = not tested or not shown.

Results follow in this order: ADAM10 inh	ADAM17 inh	ARFGAP1 inhibitor	ASAP1 GAP inh	DDE Tn7 FP inh	DDE Tn6 FP inh	proKLK7 act	PLC-gamma1 inh	LEDGF integ inh	TDP2 inh
> O=C(Nc1ccnc(-c2cccnc2)n1)c1cccc(Cl)c1Cl
  4	0	2	-10	0	-4	-0.3	1	1	-4
> CS(=O)(=O)C1=C(O)C(=O)N(c2ccccc2)C1c1ccccc1 (configuration not stated)
  5	1	3	-16	-2	7	1.2	2	-1	-3
> CN1OC[C@@H]2CN(C(=O)c3ccc([N+](=O)[O-])cc3)[C@H](c3ccccc3Br)C[C@@H]21
  -2	6	-1	-12	3	10	0.2	8	5	-17
> CCc1cccc(C)c1NC(=O)c1cccc(N(C)C)c1
  -26	-17	-4	-5	-3	-9	0.8	-65	1	-1
> N#C/C(=C/c1cn(-c2ccccc2)nc1-c1cccc(S(=O)(=O)N2CCCC2)c1)C(=O)NCc1ccco1
  -10	2	10	5	-3	2	-3.5	-7	2	-10
> CCSc1ccc(NC(=O)c2cccnc2)cc1
  8	1	1	3	-6	5	-1.0	3	1	-3
> CC(C)[C@H](Nc1ccc(C(F)(F)F)cc1[N+](=O)[O-])C(=O)O
  4	-3	-2	9	0	-1	0.4	1	-1	9
> CCCCOC(=O)Nc1ccc(S(=O)(=O)Nc2nc(C)cc(C)n2)cc1
  4	-3	9	-1	8	0	0.5	1	-5	0
> Cc1ccc2nc(SCC(=O)N/N=C/c3ccc(C(=O)O)cc3)cc(C)c2c1
  7	-4	8	1	-2	-1	0.0	1	3	-15
> O=C(O)C1Cc2ccccc2CN1C(=O)c1ccco1 (configuration not stated)
  4	-1	3	-6	2	-6	0.0	1	4	7
> COc1ccccc1Oc1ccc2c(c1)C(=O)N(c1ccccc1)C2=O
  -6	-5	-2	-12	-3	-3	-0.2	2	1	-2
> C[C@@H](NC(=O)c1nc[nH]c1C(=O)N[C@H](C)c1ccccc1)c1ccccc1
  18	8	-8	-2	-1	-4	0.4	2	2	-2
> COC(=O)[C@]12C[C@H](CC(=O)NCc3cccc(C(F)(F)F)c3)C(=O)N(CCc3ccc(OC)c(OC)c3)C1=C[C@H](C(C)(C)C)O[C@@H]2C
  12	7	0	14	-3	6	0.2	0	-6	-8
> O=C(N/N=C/c1ccc(OCC2COCCO2)cc1)c1ccc(Br)cc1 (configuration not stated)
  -5	-4	0	-8	-5	-2	-0.5	-12	-2	9
> O=C(CCC1CCCCC1)Nc1c2c(nn1-c1ccc(F)cc1)CS(=O)(=O)C2
  4	-1	-1	9	0	0	0.1	1	1	-13
> CC(C)(C)c1cc(NCc2ccccn2)n2ncc(-c3ccc(Cl)cc3)c2n1
  -10	-4	7	-12	-5	5	0.0	-33	4	-24
> Cc1ccccc1-c1nc(CN(Cc2c(C)nn(C)c2C)C2CC2)c(C)o1
  6	-2	5	-16	-8	7	0.6	-2	5	-3
> Cc1cc(C)n(-c2nc(Nc3ccccc3C)nc(-n3nc(C)cc3C)n2)n1
  -5	-2	1	12	-2	-17	-0.4	0	-1	-6
> COc1ccccc1N1CCN(C2CCCN(C(=O)CCc3c(C)noc3C)C2)CC1 (configuration not stated)
  -5	-2	-1	3	-2	1	-0.3	2	0	5
> O=C(NCCC1=CCCCC1)C1CCN(S(=O)(=O)c2cccc3nsnc23)CC1
  -2	-5	-5	2	1	1	-0.2	-2	-2	-1
> COc1ccc2nc(-c3ccccc3)cc(C(=O)N3CCC3)c2c1
  i	i	3	14	6	-5	-2.8	i	1	-2
> CN(C)S(=O)(=O)c1ccc(N2CCCC2)c(C(=O)OCC(=O)NC2CCCCC2)c1
  3	-3	0	1	-6	-1	0.1	0	1	-17
> O=C(/C=C/c1ccco1)N(Cc1ccc(Cl)cc1)C1CCS(=O)(=O)C1 (configuration not stated)
  -5	1	-6	-2	-3	-3	-0.2	-7	5	-8
> Cc1ccc(S(=O)(=O)N2CCC(C(=O)OCC(=O)NCc3cccc(Cl)c3)CC2)cc1C
  2	3	13	-7	2	-2	0.1	-4	-1	-3
> COc1ccc2c(=O)c(-c3ccccc3)coc2c1
  2	4	12	7	-6	-12	-0.6	8	5	-13
> CNC(=S)N1N=C(c2ccc(Br)cc2)CC1c1ccc(Br)cc1 (configuration not stated)
  15	12*	9	-2	-4	-14	-1.3	0	-2	-12
> COc1ccccc1CNC(=O)C1CC(c2ccccc2C(F)(F)F)=NO1 (configuration not stated)
  -6	-4	5	9	-1	-8	0.2	1	-1	4
> COc1cccc(-n2nc(C(=O)N3CC(C)CC(C)C3)c3ccccc3c2=O)c1 (configuration not stated)
  5	7	-2	10	8	-5	0.3	-5	6	-29
> Cc1csc2nc(O)c(C(=O)NCCC3=CCCCC3)c(=O)n12
  -1	-1	9	-7	-1	-2	-0.2	-2	2	3
> C[C@H]1/C=C/CC(=O)N[C@@H](c2ccc3ccccc3c2)[C@@H](C)/C=C/CC(=O)N[C@H]1c1ccc2ccccc2c1
  3	-1	x	x	4	-11	-0.4	-1	-4	-3

Following part
Results follow in this order: ADAM10 inh	ADAM17 inh	ARFGAP1 inhibitor	ASAP1 GAP inh	DDE Tn7 FP inh	DDE Tn6 FP inh	proKLK7 act	PLC-gamma1 inh	LEDGF integ inh	TDP2 inh
> Cc1ccc(C)c(N(CC(=O)NC(C)(C)C)C(=O)CCC(=O)Nc2nccs2)c1
  0	1	4	-8	-3	4	-0.2	2	2	1
> O=C(c1ccco1)N1CCN(Cc2nc3cc(Cl)ccc3c(=O)[nH]2)CC1
  -2	-9	5	-1	8	2	-0.2	-7	-7	-4
> CN(C)CCn1c(=O)n(C2CCCCC2)c(=O)c2c3c(sc21)CCCCC3
  -2	-3	2	-2	2	5	0.8	2	0	5
> NNC(=O)c1ccc(-c2ccccc2F)cc1
  -2	-3	2	3	-3	1	-2.0	-12	-4	1
> CCCCC(C(=O)O)C(C)CC(=O)Nc1cccc(C(=O)O)c1 (configuration not stated)
  8	-2	9	1	-2	4	0.5	2	0	-1
> CCOC(=O)CSc1nnc(CNC(=O)c2cccs2)n1-c1cc(C)ccc1C
  -6	-5	3	11	-6	-11	0.8	0	1	-2
> CCNc1cc(=O)n(C)c(=O)n1C
  7	-5	-10	-2	-2	-3	-0.6	-1	0	-6
> O=C(Cc1ccc(-n2c(=O)c3ccccc3n(Cc3cccc([N+](=O)[O-])c3)c2=O)cc1)NCC1CCCO1 (configuration not stated)
  7	4	7	-1	-6	-4	0.5	8	-1	-5
> OCCOCCNc1ncnc2nc[nH]c12
  -9	2	2	-8	-2	13	-0.3	0	-5	0
> CCOC(=O)[C@]12CCCC3=C1N(CCC3)C(=O)[C@@H](CC(=O)NCCc1ccccc1OC)C2
  -3	-2	x	x	4	-1	-0.1	1	-1	9
> CCCCNC(=O)c1nn2c(C(F)(F)F)cc(-c3ccc(OC)cc3)nc2c1Br
  -28	-10	-10	-2	-2	-2	-2.0	-71	-6	2
> Cc1cccc(COc2ccccc2C(=O)NC2CCC(O)CC2)c1 (configuration not stated)
  -9	-3	-8	-17	2	9	0.1	-9	-1	-16
> COc1ccc(CCN(C)C/C=C/c2ccccc2)cc1OC
  2	2	1	-11	0	-14	0.1	2	5	16
> CCCNC(=O)Nc1nc2ccccc2s1
  -4	-7	0	-7	-1	-1	0.0	-1	-1	1
> CC(C)(C)c1ccc(N2C(=O)CC(c3ccccc3)C2=O)cc1 (configuration not stated)
  -33	-6	-10	11	7	1	0.3	2	2	-2
> CC1CCN(S(=O)(=O)c2cc([N+](=O)[O-])ccc2Cl)CC1
  2	7	-12	-2	4	-6	-0.1	7	5	-15
> COc1ccc(N(CC(=O)NCc2ccccc2OC)S(=O)(=O)c2c(C)nn(C)c2C)cc1
  -13	-4	-9	7	0	-6	-0.4	-1	0	1
> CC(C)(C)OC(=O)N(Cc1ccccc1)Cc1ccccc1OCc1ccc(NC(=O)C2CCC2)cc1
  8	13*	-7	0	-3	0	-0.3	1	6	-11
> Cc1ccc(CNC(=O)c2ccc3c(=O)n4c(-c5ccc(C)cc5)csc4nc3c2)cc1
  -5	5	-4	-5	-8	-3	-0.6	-5	4	-15
> COCCNc1nc(-c2cc(C)n(CCc3ccc(OC)cc3)c2C)cs1
  -6	1	15	9	-4	4	0.1	-17	-2	13
> C/C(CC(=O)Nc1ccc2c(c1)OCCO2)=N\NC(=O)c1ccc([N+](=O)[O-])cc1Cl
  -1	-3	11	-3	2	2	-0.4	-1	-1	1
> C/C(=N\NC(=O)c1ccc(NS(=O)(=O)c2cccs2)cc1)c1ccc(Cl)cc1
  -2	3	3	0	-4	-1	-0.4	-8	4	-9
> CCc1ccc(/C=N\n2cnnc2)cc1
  -3	-3	9	3	4	1	0.5	2	-1	7
> FC(F)(F)c1cnc(N2CCN(C(=S)NCc3ccccc3)CC2)c(Cl)c1
  3	2	7	-6	-13	-2	-0.1	-1	0	7
> Cc1cccc(C)c1NC(=S)N/N=C1\CC2CC=CC12 (configuration not stated)
  -2	-1	3	0	5	1	-0.8	-2	3	0
> Cc1cccc(NC(=O)Cn2c(=O)oc3ccccc32)c1
  1	0	3	16	4	-2	-0.8	2	-1	-3
> CNc1nccc(-c2ccc(F)cc2)c1C#N
  i	-252	-3	6	0	1	-0.5	-134	4	2
> O=C(O)Cc1ccc(-n2cccc2)cc1
  -14	-7	4	-8	7	2	-0.2	-3	5	6
> O=C(CN1CCN(C(=O)c2ccccc2)CC1)Nc1ccccc1
  0	1	3	0	-1	14	1.3	4	3	-12
> Cc1ccc(-c2cc(=O)c3ccc(F)cc3[nH]2)cc1
  0	-3	-2	-7	6	-1	-1.0	-5	1	-1
> CC(C)c1ccc(NS(=O)(=O)c2cccc3cccnc23)cc1
  0	-1	-5	-11	8	-4	-0.6	2	0	7
